CD40 NFkB inh – CD40 pathway inhibition in BL2 cells; inhibition, % at 10 µM; BL2 NF-kB luciferase reporter, CD40L-induced, 4 h; 83,000 tested, 0.94% active;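 active = mean inhibition of at least 50% with a set share of replicates also reaching that level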;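 note: 0% = neutral control wells and 100% = IKK inhibitor VII at 50 µM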
* = called active by the depositor; [ ] = another dose, or the depositor's remark. The list is partial; the hit share may differ from the screen's.

SMILES | CD40 NFkB inh
Cc1ccc(S(=O)(=O)N2C[C@H](O)COC[C@@H]3O[C@H](CC(=O)NCc4ccc5c(c4)OCO5)CC[C@H]32)cc1 | 4[25 µM]
Cc1cc(C(=O)Nc2ccc3c(c2)OCO3)no1 | -73
O=[N+]([O-])c1ccc2nc(N3CCCC3)sc2c1 | 5
O=C(Nc1nc2ccccc2n1CCN1CCCCC1)c1ccco1 | -9
Cn1ccc(C(=O)Oc2ccc(C(=O)Nc3ccc(F)cc3F)cc2)n1 | -30
Cc1cc2cc(CNC(=O)CC(C)C)ccc2n1C | -2
O=C(COc1cccc(-n2cnnn2)c1)NC1CCCCC1 | 8
c1ccc2c(-n3cccn3)cccc2c1 | -17
COc1ccc(NC(=O)N(C)C[C@@H]2Oc3c(NS(=O)(=O)c4ccc(F)cc4)cccc3C(=O)N([C@@H](C)CO)C[C@H]2C)cc1 | -9
CC(=O)Nc1ccc2c(c1)CC(=O)N(C)C[C@H](C)[C@@H](CN(C)C)O2 | 12
c1ccc(CN2CCC(CNc3ncnc4ccccc34)C2)cc1 (stereo not drawn) | -9
COCc1cc(C)nc(NC2CC(C)(C)NC(C)(C)C2)c1C#N | 8
O=C(Nc1cccc(-c2cccc(F)c2)c1)C1CCN(C2CCOCC2)CC1 | 0
CCNC(=S)NNC(=O)c1csc2c1CCCC2 | -26
CN(C)c1cccc(C(=O)NNC(=S)NC2CCCC2)c1 | -43
CN(Cc1cccc(F)c1)C(=O)C1CC(=O)N(Cc2ccco2)C1 (stereo not drawn) | 0
c1ccc(SCCCCN2CCOCC2)cc1 | -3
CNC(=O)CCC(=O)Nc1ccc(C(=O)OC)cc1 | 2
Cc1ccc(N2C(=O)C3CCC(C)(C2=O)C3(C)C)cc1 (stereo not drawn) | 10
CC(=O)N(C)C[C@@H]1Oc2ncccc2C(=O)N(C)C[C@H]1C | 1
O=C(CCc1ccccc1)NC1CCS(=O)(=O)C1 (stereo not drawn) | 8
COc1ccc(CCN=C(N)NS(=O)(=O)c2cccs2)cc1 | 7
COc1ccc(Nc2nccc3c2nnn3C)cc1 | -26
Cc1nc(NC(C)c2ccccc2)c2oc3ccccc3c2n1 (stereo not drawn) | 16
OC(Cn1cncn1)(c1ccccc1)c1ccccc1 | 12
COc1ccc(CCN2CC(C(=O)N(C)CCc3cn[nH]c3)CCC2=O)cc1 (stereo not drawn) | 2
Cc1cc(C)c(NC(=O)COC(=O)C2CCCCC2)c(C)c1 | 3
O=S(=O)(c1ccccc1)N1C[C@H]2[C@@H](c3ccccc31)[C@H](CO)N2Cc1ccc(F)cc1 | -3[25 µM]
CSCCC(NC(=O)COc1ccccc1)C(=O)N1CCN(c2ccccc2Cl)CC1 (stereo not drawn) | 4
CN(CC(=O)Nc1ccc(Cl)cc1)CC(=O)Nc1cccc2ccccc12 | -1
O=C(C[C@@H]1C[C@@H]2c3cc(NC(=O)Nc4ccccc4F)ccc3O[C@@H]2[C@H](CO)O1)NC1CCCC1 | -5
O=C(Nc1nnc(COc2ccccc2)s1)c1ccco1 | 0
COc1ccc(CCNC(=O)COC(=O)/C=C/c2cccc(F)c2)cc1 | 0
COc1ccc(N2CCN(C(=O)Cc3nn(C)c(=O)c4ccccc34)CC2)cc1 | 29
COCC(=O)N1C[C@H](C)[C@H](OC)CN(C)C(=O)c2cc(NC(=O)C3CCC3)ccc2OC[C@H]1C | -5
COc1ccc(NC(=O)Cc2ccc(C)c(C)c2)cc1S(=O)(=O)N1CCCCC1 | 7
Cc1nc(SCC(=O)Nc2c(C)n(C)n(-c3ccccc3)c2=O)c2cnn(-c3ccccc3)c2n1 | 8
CC(=O)Nc1ccc2c(c1)CC(=O)N(C)C[C@H](C)[C@@H](CN(C)C(C)=O)O2 | 3
CN(C)C(=O)c1ccc(-c2ccc([C@@H]3[C@@H](CO)N(C(=O)C4CCCC4)[C@H]3C#N)cc2)cc1 | -3
O=C(Nn1cnnc1)c1ccccc1-c1ccccc1 | 9
CNC(=O)c1cc2cc(Br)ccc2s1 | -1
Cc1cccc(OCCCC(=O)NC(C)C)c1 | -7
COC(=O)c1ccccc1NC1=C/C(=N\S(=O)(=O)c2cccs2)c2ccccc2C1=O | 33*
CC(=O)Nc1ccc(NC(=O)c2cccc3c2-c2ccccc2C3=O)cc1 | -5
CC(C)NC(=O)N1[C@H](CO)[C@@H](c2ccc(C#CC3CCCC3)cc2)[C@@H]1C#N | 15
Cc1cc(C(=O)N/N=C\C(Br)=C\c2ccccc2)c(C)o1 | -46
COc1cc2c(cc1OC)-c1cc(NC3CCCCCC3)nc(=O)n1CC2 | 5
C[C@@H]1CN([C@@H](C)CO)C(=O)c2c(c3ccccc3n2C)-c2ccccc2CO[C@@H]1CN(C)C(=O)[C@H](Cc1ccccc1)N(C)C | 48[25 µM]
CCN1C(=O)C(CC(=O)NCc2ccc(Cl)cc2)N(CC)C1=O (stereo not drawn) | 6
COc1ccc(-n2nc(C(=O)O)c3ccccc3c2=O)cc1 | 3
COc1ccccc1C(=O)NNC(=O)C(=O)NC(C)(C)C | 4
COc1cc(C)nc(Oc2ccc(OCCOc3ccc(C)cc3)nn2)n1 | 11
O=c1c([N+](=O)[O-])c[nH]c2ccccc12 | 4
CC(C)NC(=O)N1CCCCN2[C@H](CO)[C@H](c3ccc(C#C[C@H](C)O)cc3)[C@@H]2C1 | -2[25 µM]
CCCCNc1nc2ccccc2nc1Cl | 7
COc1ccc2c(CC(=O)OCC(=O)NC(N)=O)coc2c1 | -4
Cc1ccc(C(=O)COC(=O)c2cn3ccccc3n2)cc1 | -71
COCCNC(=O)C[C@@H]1CC[C@H]2[C@@H](COC[C@H](O)CN2Cc2ccc(Cl)c(Cl)c2)O1 | 3[25 µM]
N#C[C@@H]1[C@@H](c2ccc(C3=CCCC3)cc2)[C@H](CO)N1c1nc(-c2ccccc2)cs1 | -9[25 µM]
COc1ccc(OC(C)C(=O)Nc2ccccc2F)cc1 (stereo not drawn) | -1

Exported field by field: entries from further up
> Cc1ccc(C(=O)COC(=O)c2cn3ccccc3n2)cc1
- CD40 NFkB inh: -71

> COCCNC(=O)C[C@@H]1CC[C@H]2[C@@H](COC[C@H](O)CN2Cc2ccc(Cl)c(Cl)c2)O1
- CD40 NFkB inh: 3[25 µM]

> N#C[C@@H]1[C@@H](c2ccc(C3=CCCC3)cc2)[C@H](CO)N1c1nc(-c2ccccc2)cs1
- CD40 NFkB inh: -9[25 µM]

(more compounds)
SMILES | CD40 NFkB inh
CC(C)c1csc(CN2CCN(Cc3ccccc3)C(CCO)C2)n1 (stereo not drawn) | 1
CN1c2ccc(-c3ccccc3F)cc2[C@H]2[C@H](CCN2C(=O)Cc2ccccn2)[C@@H]1CO | -2[25 µM]
CC(C)CC(=O)Nc1cc([N+](=O)[O-])ccc1Cl | 11
CNC(=O)c1c(C)nn(-c2ccc(F)c(Cl)c2)c1-c1cc(C)on1 | 8
CC12CC(NC(=O)N1c1cccc(C(=O)NCc3ccccn3)c1)c1ccccc1O2 (stereo not drawn) | 7
C[C@@H]1CN([C@H](C)CO)C(=O)c2cc(NC(=O)Cc3ccccc3)ccc2O[C@@H]1CN(C)Cc1ccncc1 | 1
C[C@@H]1CN([C@H](C)CO)C(=O)CCCn2nncc2CO[C@@H]1CN(C)C(=O)C1CC1 | 10
Cc1ccc(-n2c(Cn3nc(C(F)(F)F)cc3C)n[nH]c2=S)cc1 | 6
O=C(NCCC1CCCCN1S(=O)(=O)c1ccc(Cl)cc1)C(=O)NCCN1CCOCC1 (stereo not drawn) | 3
COc1cccc2cc(C(=O)NCCN3CCOCC3)oc12 | 9
COc1ccc(CC(=O)Oc2ccc(Cl)cc2Br)cc1S(=O)(=O)N1CCOCC1 | -2
C[C@@H](NC(=O)C[C@H]1CC[C@@H]2[C@H](COc3ccc(NS(=O)(=O)c4ccc(Cl)cc4)cc3C(=O)N2C)O1)c1ccccc1 | 5[25 µM]
Cc1occc1C(=O)NNC(=S)NCC(C)C | -3
CC(C)c1nc2cc(C(=O)N3CCNC(=O)C3c3ccc(F)cc3)ccc2o1 (stereo not drawn) | 5
CCOC(=O)C1=C(COC(=O)CCS(=O)(=O)c2ccc(C)cc2)NC(=O)NC1C (stereo not drawn) | 8
O=C(NCc1cccs1)C1CCN(c2nc3ccccc3o2)CC1 | -6
COC1CCN(C(=O)c2ccc3oc(Cc4ccc(Cl)cc4)nc3c2)CC1 | 3
CN(C(=O)COC(=O)c1ccc(S(=O)(=O)N2CCOCC2)cc1)c1ccccc1 | 3
CCn1c(Cc2cccs2)nnc1SCC(=O)NC(C)(C)C | -1
O=C(COC(=O)C1(c2ccccc2)CC1)N1CCN(c2ccc(F)cc2)CC1 | 8
O=C(NCc1ccncc1)c1ccc(Oc2ccccc2)cc1 | -19
CCN(CC)S(=O)(=O)c1ccc(OC)c(NC(=O)CSCc2c(C)noc2C)c1 | 19
CO[C@@H]1CN(C)C(=O)c2ccc(NC(=O)C3CCC3)cc2OC[C@H](C)N(Cc2ccccn2)C[C@@H]1C | 4[25 µM]
Cc1ccc(S(=O)(=O)N(C)C[C@H]2OCc3ccccc3-c3c(n(C)c4ccccc34)C(=O)N([C@H](C)CO)C[C@@H]2C)cc1 | 17
Cc1oc2ccc(O)cc2c1C(=O)OC(C)C | -25
Cc1ccc(C(=O)NCc2ccc3c(c2)OCO3)o1 | -4
O=C(NCc1cn2ccsc2n1)Nc1cccc(Cl)c1 | -34
C[C@@H]1CN([C@H](C)CO)C(=O)c2cccc(NC(=O)Nc3ccc(F)cc3)c2O[C@@H]1CN(C)S(=O)(=O)c1ccc(Cl)cc1 | 14[25 µM]
CC(=O)c1cccc2c(O)c(C3=Nc4ccccc4C3=O)[nH]c12 | -124
O=C(O)C1CCCCC1C(=O)Nc1cnn(Cc2ccccc2)c1 (stereo not drawn) | -3
CN(Cc1nc(-c2cnccn2)no1)Cc1n[nH]c2c1CCCC2 | 7
CC(=O)N(CCS(=O)(=O)c1ccc(Cl)cc1)Cc1cccs1 | -8
CC(C)[C@H](C)NC(=O)N(C)C[C@H]1OCc2ccccc2-c2c(n(C)c3ccccc23)C(=O)N([C@@H](C)CO)C[C@H]1C | 2
CC(C(=O)N(C)c1ccccc1)N1CCN(C(=O)c2ccccc2)CC1 (stereo not drawn) | 7
O=C(Nc1cccc(Cl)c1)N1C[C@@H]2[C@H](c3ccccc31)[C@H](CO)N2C(=O)C1CCCC1 | -6[25 µM]
FC(F)(F)c1nnc2c(Sc3ccccc3)nc3ccccc3n12 | -46
Cc1noc(C)c1S(=O)(=O)Nc1ccc2c(c1)C(=O)N([C@H](C)CO)C[C@@H](C)[C@@H](CN(C)S(=O)(=O)c1cccs1)OCCCC[C@H](C)O2 | 23
Cc1nc(N/N=C/c2cccc([N+](=O)[O-])c2)cc(N2CCCCC2)n1 | 6
CCCCNC(=O)c1cc2c(C)cc(C)cc2[nH]1 | -5
CO[C@H]1CN(C)C(=O)c2ccc(NC(=O)c3nc4ccccc4s3)cc2OC[C@H](C)N(Cc2cccnc2)C[C@H]1C | 9[25 µM]
CN1CCN(C(=O)Cn2c(C(F)(F)F)nc3ccccc32)CC1 | 5
Cc1cccc(C)c1OCC(=O)Nc1ccc(N2CCOCC2)cc1 | -5
CC=Cc1ccc2n(c1=O)C[C@@H]1[C@@H](CO)[C@H](C(=O)N3CCOCC3)[C@H]2N1CC1CCCC1 (mixture of isomers) | -2[25 µM]
CCOCC(=O)Nc1cc(C(=O)Nc2cccc(C)c2C)ccc1Cl | -2
COc1ccc(CN2CCS(=O)(=O)CC2)cc1OC | 7

Arranged by value in CD40 NFkB inh (ascending): 6 from the list above.
compound | CD40 NFkB inh
FC(F)(F)c1nnc2c(Sc3ccccc3)nc3ccccc3n12 | -46
Cc1cccc(C)c1OCC(=O)Nc1ccc(N2CCOCC2)cc1 | -5
CCOCC(=O)Nc1cc(C(=O)Nc2cccc(C)c2C)ccc1Cl | -2
CC(C)[C@H](C)NC(=O)N(C)C[C@H]1OCc2ccccc2-c2c(n(C)c3ccccc23)C(=O)N([C@@H](C)CO)C[C@H]1C | 2
COc1ccc(CN2CCS(=O)(=O)CC2)cc1OC | 7
Cc1noc(C)c1S(=O)(=O)Nc1ccc2c(c1)C(=O)N([C@H](C)CO)C[C@@H](C)[C@@H](CN(C)S(=O)(=O)c1cccs1)OCCCC[C@H](C)O2 | 23

Returning to the listing, repeating the seven entries before the break.
SMILES | CD40 NFkB inh
CCCCNC(=O)c1cc2c(C)cc(C)cc2[nH]1 | -5
CO[C@H]1CN(C)C(=O)c2ccc(NC(=O)c3nc4ccccc4s3)cc2OC[C@H](C)N(Cc2cccnc2)C[C@H]1C | 9[25 µM]
CN1CCN(C(=O)Cn2c(C(F)(F)F)nc3ccccc32)CC1 | 5
Cc1cccc(C)c1OCC(=O)Nc1ccc(N2CCOCC2)cc1 | -5
CC=Cc1ccc2n(c1=O)C[C@@H]1[C@@H](CO)[C@H](C(=O)N3CCOCC3)[C@H]2N1CC1CCCC1 (mixture of isomers) | -2[25 µM]
CCOCC(=O)Nc1cc(C(=O)Nc2cccc(C)c2C)ccc1Cl | -2
COc1ccc(CN2CCS(=O)(=O)CC2)cc1OC | 7
CCc1cccc(C)c1NC(=O)COC(=O)c1cc([N+](=O)[O-])ccc1N1CCOCC1 | 1
CCc1ccc(CN2CCC(n3nccc3NC(=O)c3ccccc3)CC2)o1 | -5
O=C(CCn1cnc2ccccc2c1=O)Nc1ccc(S(=O)(=O)N2CCCC2)cc1 | 7
COc1cccc(S(=O)(=O)N2CCCCN3[C@@H](CO)[C@@H](c4ccc(C#CCC(C)C)cc4)[C@@H]3C2)c1 | 29[25 µM]
O=C(Nc1ccc2nccnc2c1)c1ccco1 | -60
CN(CCC1CCCCO1)C(=O)CCc1nnc(CCCCc2ccccc2)o1 (stereo not drawn) | -31
CC(C(=O)Nc1ccc2c(c1)OCCO2)N(C)CC(=O)Nc1ccccc1Br (stereo not drawn) | -15
COc1ccc(CCN(C)C(=O)C(CCSC)NC(=O)c2ccco2)cc1OC (stereo not drawn) | -17
CSC1=NCCN1C(=O)Cc1ccc(-c2ccccc2)cc1 | -35
